Giardia kill = Giardia lamblia killing; Giardia lamblia trophozoite viability; activity change, % at 7.66 µM, hits read low; hit rate 0.15% among 340,000; in the data active = activity change below about -80%; inconclusive = between about -30% and that limit;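 note: parasites exposed to compound for two days anaerobically before the ATP read; % is set by controls: 0 for no effect and ±100 for the full control effect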
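Luminescent ATP signal served as the viability read-out, measured 15-30 min after adding ATP detection reagent to trophozoites that had been incubated with compounds for 48 hrs at 37 deg C anaerobically at 100 cells/well.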
Tb PFK block = blocks T. brucei phosphofructokinase | O15648 | T. brucei PFK, ADP-Glo luminescence | Potency, µM (titrated, usually from 57.5 µM), without a hit: top-dose activity, negative = inhibition, usual class: inhibitors | hit rate 0.17% among 330,000;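 note: potency is the fitted concentration of half-maximal effect; 0% = uninhibited 1x PFK enzyme wells and -100% = no-enzyme wells; nearly all actives have a fitted effect of over 60% in size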
Target sequence (O15648 whole entry, looked up): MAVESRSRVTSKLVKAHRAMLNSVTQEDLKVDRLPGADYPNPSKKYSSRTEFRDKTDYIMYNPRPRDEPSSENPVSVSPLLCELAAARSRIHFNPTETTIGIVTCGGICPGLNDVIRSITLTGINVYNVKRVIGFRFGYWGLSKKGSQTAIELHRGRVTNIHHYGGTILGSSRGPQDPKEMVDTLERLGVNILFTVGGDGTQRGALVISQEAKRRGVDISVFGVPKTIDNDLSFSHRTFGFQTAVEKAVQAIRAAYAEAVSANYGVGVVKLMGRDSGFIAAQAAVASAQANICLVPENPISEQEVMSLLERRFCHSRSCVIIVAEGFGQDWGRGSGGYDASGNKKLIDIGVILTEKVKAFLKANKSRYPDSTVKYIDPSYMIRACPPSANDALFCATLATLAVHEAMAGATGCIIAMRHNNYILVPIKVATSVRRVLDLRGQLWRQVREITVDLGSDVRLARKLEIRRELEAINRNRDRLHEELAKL
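In TEA buffer at pH 8.0 with 5 mM MgCl2, enzyme (1.25 nM) converted F6P (0.5 mM) and ATP (0.1 mM) for 45 min at room temperature. ADP product was read by luciferase luminescence.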
MLL CXXC-DNA inh = blocks binding of human MLL CXXC domain to DNA; AID 2662; Potency, µM (top dose mostly 115 µM), inactives show top-dose activity change, negative = inhibition, hits mostly inhibitors; MLL-CXXC / FITC-HOXA9 DNA fluorescence polarization; hit rate 0.037% among 290,000; Q03164; active = well fitted inhibition curve with a large enough effect in the polarisation, with a control signal flat, not every such curve was filed as active; inconclusive = small, poorly fitted or top-dose-only effect, or effect the other way, or a change in a side signal; inactive = no such curve, though single readings can be large or run the other way; the % refers to the polarisation; note: potency is the fitted concentration of half-maximal effect
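Purified MLL-CXXC (added from a 7 uM solution) was preincubated 5 min at ambient with pinned compounds in 50 mM Tris-HCl pH 7.5, 50 mM NaCl, 1 mM DTT, 0.05% BSA. Fluorescein-labeled HOX-A9 DNA (50 nM solution) followed, 30 min, then polarization read.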
TSHR antagonist = blocks TSH signaling through the human TSH receptor. P16473. TSHR-expressing cells, TSH-stimulated cAMP HTRF, 2 h; stronger effect = lower value. activity change, negative = inhibition, % at 11.5 µM. hit rate 0.2% among 330,000;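 active = activity change below a set negative limit, meaning inhibition stronger than a set level, cut at about -70% in these data; inconclusive = activity change between two set negative limits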; note: % is set by controls: 0 for no effect and ±100 for the full control effect
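Cell-based HTRF cAMP assay; TSHR cells + compound, TSH EC80 (4nM final), 2 h, 37 deg C. Lysis with anti-cAMP cryptate and cAMP-d2, 30 min RT, read 665/620 nm.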
GALK inhibitor = inhibitors of human galactokinase | Purified GALK, Kinase-Glo residual ATP luminescence | AID 1868 | Potency, µM (doses to about 57.5 µM), without a hit: at the highest dose activity change, negative = inhibition, usual class: inhibitors | hit rate 0.007% among 270,000; note: potency is the fitted concentration of half-maximal effect; % is set by controls: 0 for no effect and ±100 for the full control effect
Target sequence (P51570 whole entry, looked up): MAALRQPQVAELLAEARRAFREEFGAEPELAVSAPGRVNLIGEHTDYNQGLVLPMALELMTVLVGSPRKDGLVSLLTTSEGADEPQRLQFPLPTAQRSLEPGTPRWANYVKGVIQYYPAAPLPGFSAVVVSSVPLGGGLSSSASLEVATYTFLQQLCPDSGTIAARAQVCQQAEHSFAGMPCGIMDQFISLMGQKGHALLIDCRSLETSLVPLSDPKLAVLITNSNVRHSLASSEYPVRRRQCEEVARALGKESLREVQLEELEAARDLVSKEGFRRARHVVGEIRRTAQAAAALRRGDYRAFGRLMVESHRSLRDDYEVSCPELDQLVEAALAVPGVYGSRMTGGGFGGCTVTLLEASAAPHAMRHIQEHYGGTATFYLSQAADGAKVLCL
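5 nM enzyme, 35 uM ATP, 100 uM galactose, 20 mM HEPES pH8.0, 5 mM MgCl2; 1 h RT; residual ATP by Kinase-Glo Plus luminescence, qHTS format.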
AT treatment = potential ataxia-telangiectasia treatment | […] A-T fibroblasts, KAP-1 phosphorylation AlphaLISA; neocarzinostatin DNA damage 30 min before lysis | Potency, µM (series often up to 57.5 µM), for inactives: at the highest dose activation, actives largely listed as activators | hit rate 0.19% among 320,000 | AID 485349; note: potency is the fitted concentration of half-maximal effect; % of control where 0% means no effect; nearly all actives have a fitted effect of over 45% in size
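hTERT-immortalized A-T patient fibroblasts ([…]), 500 cells/well in OPTI-MEM, 1% FBS, got compounds for 60 min, then NCS for 30 min at 37C. Lysates were then assayed for phospho-KAP-1 by AlphaLISA (anti-pKAP1 donor, anti-KAP1 acceptor beads), 6 hr at 25C.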
TCR activator = T cell receptor activation | primary human leukocytes, anti-CD3, IL-2 HTRF, 48 h | 330,000 tested, under 10 active | Potency, µM (series often up to 9.22 µM), without a hit: at the highest dose activation of IL-2 secretion, most hits filed as activators | AID 504894; note: % of control where 0% means no effect
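TCR engagement came from a-CD3 beads alone, with compounds added to primary human leukocytes for 48 hr. Secreted IL-2 bridged europium cryptate- and d2-labelled anti-IL-2 antibodies, giving FRET emission at 665nm after 320nm excitation.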
hERG WT inh = inhibitors of human wildtype KCNH2 potassium channel | Q12809 | U2OS, BacMam KCNH2, thallium flux FluxOr; stronger effect = lower value | activity change, % at 1.84 µM | hit rate 0.37% among 340,000;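 active = maximum activity change below -70%; inconclusive = maximum activity change between -70% and -50%; inactive = maximum activity change above -50%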; note: % is set by controls: 0 for no effect and ±100 for the full control effect
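U2OS cells were transduced with wild-type KCNH2 virus (2.03 x 10^8 / mL) for 4 h at room temperature, then cultured overnight at 37 C. Thallium flux was read with FluxOr dye. Rate constants were normalized to DMSO controls.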
Chronic BCR inh = blocks chronic active B-cell receptor signaling. hit rate 0.05% among 340,000. AID 493014. ABC-DLBCL IkBa-CBG/CBR reporter, luminescence ratio, 4 h. Potency, µM (series often up to 46.1 µM), for inactives: at the top dose ratio change, negative = lower green/red ratio, most hits filed as inhibitors; active = well fitted inhibition curve with a large enough effect in the signal ratio, with a control signal flat, not every such curve was filed as active; inconclusive = small, poorly fitted or top-dose-only effect, or effect the other way, or a change in a side signal; the % refers to the signal ratio;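 note: potency is the fitted concentration of half-maximal effect; plate controls were basal doxycycline-induced cells for no effect and cells given 10 µM MG132 for full effect; MG132 reads +100%, hits lower the ratio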
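Cell line TMD8 (human ABC DLBCL), stably expressing tet-inducible CBG68-IkBa fusion and CBR; IMDM/0.5% FBS; cpd up to 46 uM; dox induction, 4 h, 37C/5% CO2; dual luminescence; green/red ratio; MG132 control.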
Coupling enz = coupling enzyme interference in Giardia aldolase counter-screen. coupling enzyme system counterscreen, AmpLite Red fluorescence. activity change, negative = inhibition, % at 58.2 µM, hits read low. hit rate 0.67% among 290,000; in the data active = activity change below about -30%; note: % is set by controls: 0 for no effect and ±100 for the full control effect
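First, compound is pin-transferred into glyceraldehyde-3-phosphate coupling-enzyme reagent at 57.5 uM final and held 10 min at RT. Next, substrate, coupling system and AmpLite Red are added. After 20 min RT, fluorescence (525/598 nm) is read.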
Active calls of the source: *; ? = inconclusive; / = no result given; [ ] = dose if it differs, or a comment. Unless noted, calls come from the whole dose curve; as a rule, active = well fitted curve in the direction sought with a large enough effect; inconclusive = small, poorly fitted or top-dose-only effect, or another doubt; inactive = no such curve, though single readings can be large; an effect the other way counts as inactive or inconclusive.

molecule,AT treatment,Coupling enz,MLL CXXC-DNA inh,TCR activator,hERG WT inh,Chronic BCR inh,TSHR antagonist,Tb PFK block,Giardia kill,GALK inhibitor
CC(NC(=O)c1cc(Br)ccc1Cl)c1ccccc1 (configuration not stated),4.6%,3.6,-2.3%,-4.0%,-1.7,6.6%,11.0,-5.2%,-7.1,-1.3%
O=C(N/N=C\c1ccc(COc2ccc([N+](=O)[O-])cc2)o1)c1ccc(Cl)cc1,-3.7%,3.7,56.8%[activator],4.9%,?,3.2%,1.3,-1.7%,-26.0,-0.4%
CCOc1ccc(NC(=O)CN(C)C(=O)c2cc(C)oc2C)cc1OCC,-2.8%,/,/,-0.6%,-1.8,-0.2%,-3.6,0.4%,-8.8,/
Cc1ccccc1NC(=O)/C(C#N)=C\c1cc(C)n(-c2ccc(C(=O)O)cc2)c1C,-6.9%,-2.5,-4.2%,1.1%,-2.1,?,-12.1,0.3%,3.7,3.3%
COc1cccc(CSc2nnnn2-c2ccc(O)cc2)c1,5.2%,0.6,-3.8%,-1.1%,-0.6,-13.0%,-5.2,-0.7%,6.4,4.1%
Cc1ccc(-c2ccccc2NC(=O)C2C3C=CC(C3)C2C(=O)O)o1 (configuration not stated),-0.3%,-20.4,-3.0%,-1.5%,-10.8,-0.6%,47.7,1.5%,-8.7,-2.0%
CC1=CCC2C(=O)N(c3ccc(C)c(Br)c3)C(=O)C2C1 (configuration not stated),4.2%,0.3,-1.1%,4.2%,-5.7,9.0%,4.5,1.0%,-3.5,1.7%
C[C@H](CO)N1C[C@H](C)[C@@H](CN(C)Cc2ccncc2)Oc2c(NC(=O)Cc3ccccc3)cccc2C1=O,-0.7%,/,/,2.3%,-12.3,1.0%,-8.2,2.0%,-9.1,/
Cn1c(SCC(=O)Nc2ccccc2F)nnc1-c1cc2ccccc2o1,4.4%,2.7,-3.6%,-1.0%,-6.8,?,6.2,5.4%,-4.0,0.3%
CC1CCN(C(=S)NC2CC3CCC2C3)CC1 (configuration not stated),8.1%,0.4,5.4%,-2.1%[46.1 µM],27.0,-6.1%,5.4,-4.0%,-20.2,0.4%
Cc1ccc(CNC(=S)Nc2cc(C(=O)O)ccc2C)cc1,0.8%,-5.5,-0.5%,-38.2%,-10.2,5.9%,-1.8,6.0%,-16.9,-1.6%
Cc1cccc(OCc2nnc(SCc3nc4cc(C(F)(F)F)ccc4c(=O)[nH]3)o2)c1,3.6%,1.0,0.0%,3.6%,1.4,5.9%,-2.5,-5.3%,-18.1,2.4%
CCCCN1CC(=O)N2Cc3[nH]c4ccccc4c3C[C@H]2C1=O,-6.8%,-0.2,4.3%,-3.0%,/,8.5%,0.2,-14.6%,22.2,/
CCOC(=O)C1=C(C)NC(=NC)SC1c1ccccc1 (configuration not stated),1.2%,-4.6,-9.3%,-11.6%,-4.5,4.6%,-20.8,3.0%,-6.2,0.2%
O=C(COC(=O)Cc1cccc(F)c1)NCCc1ccccc1,-3.8%,/,/,-6.3%,-4.8,0.5%,12.2,-5.2%,-4.5,/
Cc1ccc2nc(SCC(=O)Nc3c(C)n(C)n(-c4ccccc4)c3=O)[nH]c2c1,-6.8%,-0.8,-3.0%,5.2%,-1.1,?,-11.0,0.1%,3.8,-3.7%
Cc1ccc(O)c(C(CC(=O)NCc2ccco2)c2ccccc2)c1 (configuration not stated),6.7%,4.0,-6.7%,2.5%,-2.6,1.0%,-0.1,-3.6%,2.3,5.0%
COc1ccc2ccn(C)c2c1,-6.8%,/,/,5.1%,0.0,-9.2%,13.6,-1.7%,-12.0,/
COc1ccc([C@]23Cc4cc(C#N)ccc4C(O2)c2c(c4ccc(OC)cc4oc2=O)O3)cc1,1.9%[11.5 µM],-1.7,-7.2%[23 µM],/,/,3.5%[9.22 µM],/,-0.2%[11.5 µM],/,/
Cc1ccc(-n2ccnc(SCC(=O)NC3CCCC3)c2=O)cc1Cl,4.4%,/,/,9.5%,-2.7,-1.1%,1.3,-3.5%,-1.8,/

Further entries follow.
molecule,AT treatment,Coupling enz,MLL CXXC-DNA inh,TCR activator,hERG WT inh,Chronic BCR inh,TSHR antagonist,Tb PFK block,Giardia kill,GALK inhibitor
CC(C)(C)NC(=O)NC(=O)COC(=O)c1cc[n+]([O-])cc1,6.6%,-1.3,13.2%,-4.2%,-5.6,-0.3%,-5.0,7.3%,-10.4,-0.5%
O=C(NCCCCc1ccccc1)c1cc([N+](=O)[O-])cc([N+](=O)[O-])c1,-8.9%,-0.2,-16.0%,1.9%,-4.8,?,-2.6,2.9%,-18.7,-0.5%
O=C(c1ccc2ccccc2c1)N1CCN(c2ccc(O)cc2)CC1,6.0%,-0.1,1.1%,3.0%,7.7,-9.2%,-4.6,-22.2%,4.7,-3.4%
COc1ccc(Nc2c(C)cccc2C)cc1,/,0.7,6.7%,3.1%[46.1 µM],1.5,-12.6%,-13.0,-1.0%,9.2,-5.8%
COc1cccc(OC)c1OCCCCc1c(C)n[nH]c1C,6.7%,-0.6,17.0%,-6.7%,10.7,-13.3%,-18.2,-1.7%,-8.0,-0.7%
CCn1cc(CNC(=S)Nc2cccc(Cl)c2C)cn1,7.7%,2.0,5.4%,-1.4%,-1.1,5.0%,1.1,-0.7%,5.0,-1.1%
CC(=O)NC(CC(=O)NCCc1ccccc1)c1ccccc1 (configuration not stated),3.1%,/,3.3%,8.1%,-3.2,5.3%,5.6,5.0%,23.1,-2.5%
CCCOC(=O)c1cccc(NC(=O)COc2ccc([N+](=O)[O-])cc2)c1,-1.6%,0.8,8.0%,-4.7%[46.1 µM],23.5,-13.3%,-28.0,-4.6%,-17.4,-1.5%
CSc1nsc(/C=C/Nc2cccc(Cl)c2)c1C#N,/,-12.1,75.1%[activator],-3.4%,?,/,/,/,-26.8,1.6%
C/C(Cl)=C/Cn1c(N2CCCC2)nc2c1c(=O)[nH]c(=O)n2C,3.9%,-0.5,-1.7%,4.7%,8.4,3.8%,-1.1,1.7%,8.8,-0.6%
Nc1c(C(=O)Nc2ccccc2F)sc2nc(Cc3ccccc3)cc(C(F)(F)F)c12,0.5%,3.7,?,-26.5%,-2.9,?,-5.5,-0.3%,0.2,0.4%
COc1ccc(OC)c(C2CC(=O)OC3=C2C(=O)CC(C)(C)C3)c1 (configuration not stated),0.0%,4.0,-5.1%,1.6%,1.0,8.5%,1.8,2.8%,-3.6,0.1%
COc1ccc(N2C(N)=NC(N)=NC23CCCC3)cc1,-1.8%,0.6,-16.1%,1.4%,-18.5,5.2%,5.1,-0.2%,-8.4,-0.3%
COc1ccc2ccccc2c1/C=N/NC(=O)CC1(C)OCCCO1,1.0%,-2.4,-5.0%,-3.5%[46.1 µM],-0.6,-8.6%,3.6,-7.1%,-18.1,/
COc1ccc(C(=O)Nc2cccc(/C(C)=N/NC(=O)c3ccc([N+](=O)[O-])cc3)c2)cc1OC,8.1%,3.4,16.4%,-2.6%,10.4,-8.2%,-6.7,0.0%,-8.5,/
CN(C(=O)CSc1nnc(Nc2ccccc2)s1)C1CCS(=O)(=O)C1 (configuration not stated),0.6%,0.2,-4.9%,3.8%,-13.1,-11.4%,4.2,0.6%,14.0,0.0%
CC(=O)Cc1nsc(Nc2ccc(Cl)cc2)n1,-1.2%,0.1,2.2%,2.7%,7.9,?,-6.4,1.9%,-10.7,1.3%
c1ccc(CC2CCN(c3nc4ccccc4n4cnnc34)CC2)cc1,3.0%,0.6,11.2%,-1.0%,3.2,?,1.5,-2.4%,13.1,0.3%
CCc1ccc2[nH]c(=O)c(Cc3ccccc3)c(O)c2c1,-19.0%,0.2,11.9%,-0.8%,-7.6,2.4%,14.7,2.9%,-10.5,-5.8%
CC(=O)Nc1ccc(NC(=O)C2CCCN(C(=O)c3ccc(Cl)cc3)C2)cc1 (configuration not stated),6.2%,0.7,9.5%,1.3%,-1.1,0.7%,4.8,0.1%,3.9,8.4%

(next part)
molecule,AT treatment,Coupling enz,MLL CXXC-DNA inh,TCR activator,hERG WT inh,Chronic BCR inh,TSHR antagonist,Tb PFK block,Giardia kill,GALK inhibitor
N#CCCN1CCN(C(=S)c2ccc(-c3ccc(Cl)c(Cl)c3)o2)CC1,10.5%,-3.2,6.4%,11.4%,-0.3,-11.5%,-11.7,-3.0%,-27.6,4.7%
Cc1ccc(/C=N/NC(=O)c2cc(-c3cccnc3)nc3ccccc23)cc1,-6.5%,-1.3,-1.2%,-3.0%,-0.3,?,6.0,-7.5%,-10.0,-1.3%
O=C(NC(=S)NC1CCCC1)c1ccccc1Br,6.3%,-0.2,7.5%,-2.8%[46.1 µM],-6.2,0.3%,-17.8,-5.6%,3.8,/
Cc1ccccc1NC(=S)NC(=O)Cc1ccc(Cl)cc1,-3.8%,1.0,-1.8%,6.5%,-5.5,?,-10.2,-2.5%,20.2,7.5%
Cc1ccccc1NS(=O)(=O)c1ccc(C(=O)N2CCN(S(=O)(=O)c3ccccc3)CC2)cc1,5.4%,/,/,-2.6%,34.1,-5.7%,-25.4,-7.6%,1.3,/
